Assay outcomes from PubChem.
Abeta yeast res = compounds reversing amyloid beta toxicity in yeast; yeast expressing A-beta42, growth rescue, OD600, 48 h; response scale: 0% DMSO, 100% iron-clioquinol control; Potency, µM (series often up to 46.1 µM), without a hit: at the top dose growth rescue, most hits filed as activators; 410,000 compounds, 0.063% hits; AID 1347071; also: potency is read from the fitted curve at half-maximal effect; nearly all actives have a fitted effect of over 55% in size
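Yeast growth medium received pinned compounds, then yeast cells expressing toxic A-beta were added; plates incubated at 30 C for 48 hr. Growth read as absorbance at 600 nm, normalized to DMSO and equimolar FeCl3 plus clioquinol controls.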
FUS suppressor = FUS proteinopathy suppression in yeast; 390,000 compounds, 0.24% hits; Potency, µM (series often up to 76.6 µM), for the others: at the top dose growth rescue (activation), actives largely listed as activators; S. cerevisiae FUS-expressing, growth rescue, OD600, 24 h;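 also: potency is read from the fitted curve at half-maximal effect; plate controls were DMSO vehicle for no effect and reference control for full effect; nearly all actives have a fitted effect of over 55% in size; some results filed as inactive show a strong effect at the top dose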
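Yeast FUS proteinopathy model; galactose-induced FUS (2%), starting OD 0.005. Cpds in dilution series, 24hr, 30C, 99% humidity. Abs 600 nm growth. Pos ctrl CP55940 (top 92uM final); neg ctrl DMSO.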
PTHR1 agonist = activates the human parathyroid hormone receptor PTHR1. 410,000 compounds, 0.075% hits. AID 743266. HEK293 GP2 PTHR1 cells, GloSensor cAMP luminescence, 1 h. Potency, µM (highest dose often 115 µM), for inactives: at the highest dose activation, usual class: activators; also: potency is read from the fitted curve at half-maximal effect; nearly all actives have a fitted effect of over 55% in size; some results filed as inactive show a strong effect at the top dose; inactives centre near -15; many of its hits are not listed in these tables
Target sequence (Q03431 whole entry, looked up): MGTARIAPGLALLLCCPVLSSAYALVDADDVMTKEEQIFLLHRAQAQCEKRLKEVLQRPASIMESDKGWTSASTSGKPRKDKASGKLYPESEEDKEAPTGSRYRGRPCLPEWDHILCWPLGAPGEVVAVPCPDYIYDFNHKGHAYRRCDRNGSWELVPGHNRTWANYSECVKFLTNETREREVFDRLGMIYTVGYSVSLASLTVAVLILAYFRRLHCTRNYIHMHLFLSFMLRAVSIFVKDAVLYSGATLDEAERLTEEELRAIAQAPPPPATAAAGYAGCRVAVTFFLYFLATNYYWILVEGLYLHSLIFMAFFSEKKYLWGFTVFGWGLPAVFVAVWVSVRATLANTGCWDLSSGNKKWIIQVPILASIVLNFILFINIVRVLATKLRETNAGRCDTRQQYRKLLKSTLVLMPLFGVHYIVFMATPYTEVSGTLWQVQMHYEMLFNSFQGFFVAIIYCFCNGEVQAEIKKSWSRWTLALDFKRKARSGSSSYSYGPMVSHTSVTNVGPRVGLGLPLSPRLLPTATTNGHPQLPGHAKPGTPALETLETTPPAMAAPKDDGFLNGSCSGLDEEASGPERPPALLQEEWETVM
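HEK-293-derived GP2 cells expressing PTHR1 and a GloSensor cAMP reporter, 3,000/well, plated overnight, given luciferin plus IBMX (each 0.5 mM as added) for 1 h at 37 °C, then compound for 1 h at 37 °C. Luminescence was read after 15 min at room temperature.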
pAkt inh = inhibitors of Akt phosphorylation; AID 651550; activity change, % for hits at 50 µM; 360,000 compounds, 0.32% hits; Neuro2A IGF-stimulated pAkt S473 HTRF, 20 min; stronger effect = lower value; in the data active = activity change below about -80%; inconclusive = mostly about -51% to -80%; also: % is scaled to controls: 0 for no effect and ±100 for the full control effect
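Neuro2A cells in DMEM with 0.5% FBS, overnight at 37 deg C, given compound at single 50 µM final, then IGF (6 nM final) for 20 min at 37 deg C. Lysed; phospho-Akt Ser473 by HTRF after 24 h, 665/615 ratio.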
GLP1R ag = GLP-1 receptor (human) agonism | Potency, µM (top dose mostly 45.6 µM), without a hit: top-dose activation, usual class: activators | HEK293 GLP-1R CRE-luciferase, luminescence, 4-6 h; cells express a hypersensitive GLP-1R form | 380,000 compounds, 0.007% hits | P43220; also: potency is read from the fitted curve at half-maximal effect; % of control where 0% means no effect
Target sequence (P43220 whole entry, looked up): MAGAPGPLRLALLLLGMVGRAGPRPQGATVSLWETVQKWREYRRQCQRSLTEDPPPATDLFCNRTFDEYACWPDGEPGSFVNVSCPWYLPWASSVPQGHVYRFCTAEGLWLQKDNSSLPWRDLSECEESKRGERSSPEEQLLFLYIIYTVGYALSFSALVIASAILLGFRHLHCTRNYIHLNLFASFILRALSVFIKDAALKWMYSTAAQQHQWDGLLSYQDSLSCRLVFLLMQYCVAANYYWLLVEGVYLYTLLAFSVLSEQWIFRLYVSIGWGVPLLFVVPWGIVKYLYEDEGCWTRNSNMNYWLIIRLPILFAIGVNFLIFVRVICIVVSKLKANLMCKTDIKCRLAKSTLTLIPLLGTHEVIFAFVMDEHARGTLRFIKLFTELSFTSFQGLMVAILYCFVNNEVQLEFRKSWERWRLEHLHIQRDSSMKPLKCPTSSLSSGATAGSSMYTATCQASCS
TDP43 rescue = inhibitors of TDP-43 toxicity in yeast. Potency, µM (highest dose often 46.1 µM), for the others: at the highest dose growth rescue (activation), hits mostly activators. 410,000 compounds, 1.8% hits. AID 652104. TDP-43 expressing yeast growth rescue, BacTiter-Glo, 24 h; also: potency is read from the fitted curve at half-maximal effect; % of control where 0% means no effect; nearly all actives have a fitted effect of over 50% in size
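In this qHTS, compounds that restore growth of yeast expressing TDP-43 appear as activators. Cells (OD600=0.02, galactose medium, raffinose-pregrown) are incubated with compound 24 hr at 30 deg C and growth is quantified by BacTiter-Glo.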
DRD3 antagonist = antagonists of human D3 dopamine receptor | P35462 | D3R cells, DiscoveRx beta-arrestin luminescence, antagonist mode; stronger effect = lower value | max response, negative = inhibition, % | 360,000 compounds, 2.5% hits | AID 652054; in the data active = max response below about -50%; inconclusive = no clear call, values can overlap the other calls; also: % is scaled to controls: 0 for no effect and ±100 for the full control effect; mostly tested at two doses, the higher about 12 µM
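Cells plated overnight at 1500 cells/well, then exposed to library compounds with dopamine controls for 90 minutes at 37 degrees C. DiscoveRx reagent added for 30–60 minutes at room temperature; luminescence read, quantitative HTS format.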
GLP-1R inv ag = inverse agonists of human GLP-1 receptor. HEK293 GLP-1R CRE-luciferase, luminescence, 24 h; GLP-1R form is constitutively active. 410,000 compounds, 1.6% hits. Potency, µM (series often up to 38.3 µM), for the others: at the top dose activity change, negative = inhibition, hits mostly inhibitors. AID 624417. P43220; also: potency is read from the fitted curve at half-maximal effect; % is scaled to controls: 0 for no effect and ±100 for the full control effect; nearly all actives have a fitted effect of over 55% in size
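Seeding at 200 cells/uL, 12 h culture, 24 hr compound treatment, then luciferase reagent and a luminescence read; cells are HEK293 stably expressing a constitutively active GLP-1R plus cAMP-responsive luciferase.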
aSyn yeast inh = inhibitors of alpha-synuclein toxicity in yeast; Yeast expressing alpha-synuclein, growth rescue, BacTiter-Glo, 24 h; Potency, µM (top dose mostly 46.1 µM), for inactives: top-dose growth rescue (activation), hits mostly activators; 370,000 compounds, 0.14% hits; AID 652106; also: potency is read from the fitted curve at half-maximal effect; % of control where 0% means no effect; nearly all actives have a fitted effect of over 65% in size
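Readout is rescue of growth in alpha-synuclein-expressing yeast, so inhibitors of toxicity appear as activators. Growth after 24 hr at 30 deg C in galactose medium is quantified by luminescence.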
* marks the source's active call; other numbers are inactive results; i = inactive; ? = inconclusive; . = not tested or not shown; & = joins results of further samples; [ ] = dose if it differs, or a comment. Unless noted, calls follow the shape of the dose curve; as a rule, active = well fitted curve in the direction sought with a large enough effect; inconclusive = small, poorly fitted or top-dose-only effect, or another doubt; inactive = no such curve, though single readings can be large; an effect the other way counts as inactive or inconclusive.

SMILES	Abeta yeast res	FUS suppressor	PTHR1 agonist	pAkt inh	GLP1R ag	TDP43 rescue	DRD3 antagonist	GLP-1R inv ag	aSyn yeast inh
Cc1ccc(NC(=S)N2CCC(c3nc4ccccc4s3)CC2)cc1C	16%	-15%	19%[57.5 µM]	i	1%	5%	6	?	-1%
COCCNC(=O)c1onc(CSc2ccc(C(C)C)cc2)c1C(=O)O	-19%	-16%	-1%	i	0%	-6%	10	-1%	-9%
CCN1CCN(C(CNS(=O)(=O)c2ccc(OC)cc2)c2cccnc2)CC1 (configuration not stated)	7%	-1%	i	i	0%	10%	-2	6%	2%
CCCCN1C(=N)N([C@@H](C)CN2CCC[C@H]2CN2C(N)=NC[C@H]2CC(C)C)C[C@H]1Cc1ccccc1	8%	-26%	i	i	7%	14%	-18	-3%	2%
CC1(C(=O)NCCc2ccccc2)Cc2c(-c3cccc(C(F)(F)F)c3)ccnc2O1 (configuration not stated)	10%	22%	-4%	i	25%	14%	?	?	8%
O=C(N/N=C/c1ccc(O)cc1O)/C(=C/c1ccccc1)CCO	-20%	23%	i	i	0%	14%	5	-13%	-1%
CNc1c(NS(=O)(=O)c2ccc(Cl)s2)c(=O)oc2ccccc12	-13%	14%	i	i	5%	8%	1	-1%	-2%
CCOc1ccccc1OCC(=O)Nc1ccc(OC)c(S(=O)(=O)N2CCCCC2)c1	-15%	19%	-35%[inhibitor]	i	13%	21%	1	-19%	9%
CC(=O)N1CCCc2cc(S(=O)(=O)N3CCCC(C(=O)N4CCN(c5ccccc5)CC4)C3)ccc21 (configuration not stated)	-6%&-15%	22%&41%	-33%&-39%	i	5%	11%&4%	15	-2%&-25%	0%
CCCOc1ccc(C(=O)Nc2cccc(NC(=O)c3cccc(Cl)c3)c2)cc1	3%	12%	-17%	.	.	4%	.	-24%	.

Given as a markdown table: entries from further up.
| Compound | Abeta yeast res | FUS suppressor | PTHR1 agonist | pAkt inh | GLP1R ag | TDP43 rescue | DRD3 antagonist | GLP-1R inv ag | aSyn yeast inh |
| --- | --- | --- | --- | --- | --- | --- | --- | --- | --- |
| CCN1CCN(C(CNS(=O)(=O)c2ccc(OC)cc2)c2cccnc2)CC1 (configuration not stated) | 7% | -1% | i | i | 0% | 10% | -2 | 6% | 2% |
| CCCCN1C(=N)N([C@@H](C)CN2CCC[C@H]2CN2C(N)=NC[C@H]2CC(C)C)C[C@H]1Cc1ccccc1 | 8% | -26% | i | i | 7% | 14% | -18 | -3% | 2% |
| CC1(C(=O)NCCc2ccccc2)Cc2c(-c3cccc(C(F)(F)F)c3)ccnc2O1 (configuration not stated) | 10% | 22% | -4% | i | 25% | 14% | ? | ? | 8% |
| O=C(N/N=C/c1ccc(O)cc1O)/C(=C/c1ccccc1)CCO | -20% | 23% | i | i | 0% | 14% | 5 | -13% | -1% |
| CNc1c(NS(=O)(=O)c2ccc(Cl)s2)c(=O)oc2ccccc12 | -13% | 14% | i | i | 5% | 8% | 1 | -1% | -2% |
| CCOc1ccccc1OCC(=O)Nc1ccc(OC)c(S(=O)(=O)N2CCCCC2)c1 | -15% | 19% | -35%[inhibitor] | i | 13% | 21% | 1 | -19% | 9% |
| CC(=O)N1CCCc2cc(S(=O)(=O)N3CCCC(C(=O)N4CCN(c5ccccc5)CC4)C3)ccc21 (configuration not stated) | -6%&-15% | 22%&41% | -33%&-39% | i | 5% | 11%&4% | 15 | -2%&-25% | 0% |
| CCCOc1ccc(C(=O)Nc2cccc(NC(=O)c3cccc(Cl)c3)c2)cc1 | 3% | 12% | -17% | . | . | 4% | . | -24% | . |

Next section.
SMILES	Abeta yeast res	FUS suppressor	PTHR1 agonist	pAkt inh	GLP1R ag	TDP43 rescue	DRD3 antagonist	GLP-1R inv ag	aSyn yeast inh
CC1CCN(S(=O)(=O)c2ccc3c(c2)N(CC(=O)NCCCN(Cc2ccccc2)C(C)C)C(=O)CO3)CC1	-1%	5%	-10%	i	5%	-18%	-12	-29%	-5%
COC(=O)COc1ccc(NC(=O)Cn2nc(-c3ccccc3)c3ccccc3c2=O)cc1	3%	-17%	i	i	1%	12%	7	7%	8%
Cn1c(N2CCOCC2)c(/C=N/OC(=O)c2ccc(F)cc2)c2ccccc21	13%	16%	-11%[57.5 µM]	i	0%	-7%	4	0%	1%
C#CCOCCOCCOCCNc1nc(N2CCOCC2)nc(N2CCN(C(=O)CCCCCCCCCCNC(=O)[C@H]([C@@H](C)CC)n3cc(CCCCN=C(N)N)nn3)CC2)n1	-25%	?	2%	i	-5%	-1%	-15	11%	-18%
CC(C)CC(C(=O)O)N1C(=O)C2C3C=CC(C2C1=O)C1C(=O)N(C(CC(C)C)C(=O)O)C(=O)C31 (configuration not stated)	-6%	20%	-15%	i	-5%	5%	-8	17%	-1%
OCC1(CCCc2ccccc2)CCN(C2CCC2)CC1	27%	-17%	-16%	i	-4%	5%	-6	8%	-2%
CC(C)CN1CCN(Cc2ccc(CN3CCCCC3)s2)CC1CCO (configuration not stated)	3%	-16%	i	i	9%	-10%[0.397 µM]	-9	?	5%
COC(=O)C1=C(C)N(C)C(=O)NC1c1cc2c(cc1[N+](=O)[O-])OCO2 (configuration not stated)	-28%	27%	30%	i	3%	-27%	-23	9%	-2%
COc1cc2c(cc1OC)CN(C(=O)/C=C/c1ccc([N+](=O)[O-])cc1)CC2	-15%	36%	-20%	i	22%	20%	9	0%	8%
CCOc1ccccc1C(=O)OCC(=O)Nc1cc(S(=O)(=O)N2CCOCC2)ccc1C	0%	?	-32%[inhibitor]	i	3%	6%	12	-7%	-2%[1.84 µM]
Cc1ccc(COC(=O)CN2C(=O)NC3(CCCC3)C2=O)cc1	-10%	-23%	i	i	6%	-4%	-1	-13%	-8%
COc1ccccc1C(=O)O/N=C(\N)c1ccccn1	-23%	-8%	-18%	i	0%	21%	5	?	-13%
CCCNC(=O)Nc1cc(C)on1	5%	18%	-7%	i	5%	-7%	1	24%	?
N#Cc1ccc(OCC(=O)NC2CCCCCC2)cc1	-15%	22%	-46%[inhibitor]	i	9%	8%	-1	-2%	0%
COc1cccc(OC)c1C(=O)NCCSC1CCCCC1	27%	10%	i	i	0%	7%	-1	-12%	1%
COc1ccc(C(CNC(=O)c2cccc(S(=O)(=O)Nc3ccc(Br)cc3)c2)N(C)C)cc1 (configuration not stated)	5%	25%	-6%	i	14%	13%	-53*	10µM*	-8%
CCCCN1CC(COC)Oc2cccc(F)c2S1(=O)=O (configuration not stated)	7%	-13%	i	i	-2%	16%	22	-3%	3%
COc1ccc(OCCCON2C(=O)c3ccccc3C2=O)cc1	2%	6%	8%[57.5 µM]	i	0%	17%	-1	15%	0%
CC(NC(=O)c1ccc(Cl)c(S(=O)(=O)NC2CC2)c1)c1ccco1 (configuration not stated)	2%	-1%	-46%[inhibitor]	i	-1%	10%	19	-9%	0%
O=C(Nc1cccc(NC(=O)C2C3CC4OC(=O)C2C4C3)c1)c1ccccc1 (configuration not stated)	-15%	34%	6%	i	5%	-4%	0	?	-2%
CCN(Cc1ccccc1)C(=O)Cn1cc(S(=O)(=O)NC)c(S(=O)(=O)NC)c1	8%	-15%	-26%	i	2%	14%	-52*	5%	-4%
COc1ccc(CN2C[C@@H](CO)O[C@@H](n3cnc4c(NC5CC5)ncnc43)C2)cc1	15%	-15%	i	i	10%	3%	-5	13%	?
COC(=O)c1ccc(C(c2c(C)n(C)n(-c3ccccc3)c2=O)c2c(C)n(C)n(-c3ccccc3)c2=O)cc1	-3%	-6%	-14%	i	-5%	-5%	7	11%	-1%
COCCNC(=O)C1(C)CCCN(C(=O)c2c(F)ccc(C)c2F)C1 (configuration not stated)	9%	-19%	-7%	i	13%	0%	-17	8%	-1%
Cc1c(NC(=O)CSc2ncnc3c2cnn3-c2ccccc2)c(=O)n(-c2ccccc2)n1C	3%	13%	-15%	i	-5%	-5%	10	10%	16%
CCOC(=O)C1CCN(S(=O)(=O)c2cc(-c3cc(C)no3)ccc2C)CC1	-5%	43%	-30%	.	.	26%	.	3%	.
COc1ccc(-c2nnc(SCC(=O)NCc3ccccc3)nc2-c2ccc(OC)c(OC)c2)cc1OC	-9%	?	i	.	.	13%	.	?	.
CCOC(=O)c1c(-c2ccccc2)csc1NC(=O)c1nc(SCC)ncc1Cl	-20%	7%	i	.	.	1%	.	-3%	.
Cc1cc(C)cc(NC(=O)CCC(=O)Nc2nnc(C(C)C)s2)c1	0%	-9%	-17%	i	5%	-11%	-19	-5%	0%
Cc1ccc2cccc(Oc3ccc([N+](=O)[O-])cc3[N+](=O)[O-])c2n1	-14%	.	-28%	i	3%	4%	-17	4%	-9%
COCCn1cc(C(=O)N2CCN(C)CC2)c2c3ccccc3n(C)c2c1=O	-5%	2%	-35%[57.5 µM]	i	-7%	-20%	-22	3%	0%
Cc1ccc(NC(=O)N(C2CCCCC2)C(C)c2cccnc2)cc1C (configuration not stated)	8%	-9%	i	i	-3%	9%	3	-7%	-2%
CC(C)c1ccccc1-n1c(SCC(=O)N2CCc3ccccc3C2)nc2ccccc2c1=O	6%	43%	-19%	i	14%	?	7	10µM*	8%
CC1=Nc2ccc(C)cc2/C1=C/c1c(N)n2oc(C)cc2nc1=O	4%&-1%	39%&22%	i	i	9%&11%	10%&-12%	-19&0	13%&3%	1%&-8%
Cc1ccc2oc(=O)ccc2c1	-20%	-56%	-29%	i	-2%	?	31	3%	-2%
Cc1ccc(C(=O)N2CCc3cc4c(cc3C2C)OCCCO4)cc1 (configuration not stated)	-31%[inhibitor]	43%	-74%[inhibitor]	i	-1%	8%	-19	11µM*	-11%

The list is partial, so the mix of outcomes need not match the whole.
